PAFAH1B2 inh: blocks human PAF acetylhydrolase 1b catalytic subunit 2; recombinant PAFAH1B2, FP-rhodamine activity probe, fluorescence polarization; inhibition, % at 3.39 µM; hit rate 1.2% among 340,000;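 active = inhibition above the mean of all tested compounds plus 3 SD, cut at about 24% in these data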;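 also: 0% = enzyme with DMSO and 100% = wells lacking PAFAH1B2; many of its hits are not listed in these tables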
Target sequence (P68402 whole entry, looked up): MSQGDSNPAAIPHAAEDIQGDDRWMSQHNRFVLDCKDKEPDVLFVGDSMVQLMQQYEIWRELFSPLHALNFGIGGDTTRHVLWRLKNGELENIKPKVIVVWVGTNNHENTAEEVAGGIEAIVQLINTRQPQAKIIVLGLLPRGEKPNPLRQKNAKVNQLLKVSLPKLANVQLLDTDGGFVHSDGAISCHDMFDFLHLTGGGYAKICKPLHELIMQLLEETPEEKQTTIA
PAFAH1B3 FP inh: inhibitors of human PAFAH1B3; recombinant PAFAH1B3, FP-rhodamine probe, fluorescence polarization; inhibition, % at 3.39 µM; hit rate 0.28% among 340,000;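 active = inhibition above the screen-wide average of all tested compounds plus 3 SD, cut at about 25% in these data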;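 also: 0% = enzyme with DMSO only and 100% = wells lacking PAFAH1B3 protein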
Target sequence (Q15102 whole entry, looked up): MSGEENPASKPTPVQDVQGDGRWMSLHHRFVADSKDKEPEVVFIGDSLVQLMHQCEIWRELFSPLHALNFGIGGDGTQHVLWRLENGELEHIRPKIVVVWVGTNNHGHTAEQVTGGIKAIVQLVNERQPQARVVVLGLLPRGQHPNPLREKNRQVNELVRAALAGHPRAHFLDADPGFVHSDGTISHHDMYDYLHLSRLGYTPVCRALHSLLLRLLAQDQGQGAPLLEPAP
PAFAH2 inh: PAFAH2 (human) inhibition; hit rate 0.99% among 340,000; Q99487; inhibition, % at 3.39 µM; recombinant PAFAH2, FP-rhodamine activity probe, fluorescence polarization; AID 492956;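 active = inhibition above the mean over all tested compounds plus 3 SD, cut at about 30% in these data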;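 also: inhibitors block probe labeling of enzyme so polarization drops; 0% = enzyme with DMSO and 100% = wells lacking PAFAH2 protein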
Numbers without * were called inactive; & = joins results of further samples. Some of the compounds tested; the hit share may differ from the screen's.

SMILES | PAFAH1B2 inh | PAFAH1B3 FP inh | PAFAH2 inh
C=CC1CN2CCC1CC2C(O)c1ccnc2ccccc12 (stereo not drawn) | 4.0 | 10.2 | -0.1
CC1OC(OC2C(O)CC(OC3C(O)CC(OC4CCC5(C)C(CCC6C5CCC5(C)C(C7=CC(=O)OC7)C(O)CC65O)C4)OC3C)OC2C)CC(O)C1O (stereo not drawn) | 3.9 | 3.0 | -3.5
C[C@]1(O)CC[C@H]2[C@@H]3CCC4=CC(=O)CC[C@]4(C)[C@@]3(F)[C@@H](O)C[C@@]21C | -3.5 | 2.1 | -5.4
CCN(CC)C(=O)COc1cc(C)cc2oc(=O)c3c(c12)CCCC3 | 1.5 | 0.4 | 5.5
COc1ccc(C(=O)O)cc1OC | -4.2 | 5.3 | -6.7
CCC1C(c2cc(OC)c(OC)c(OC)c2)c2cc3c(cc2OC1N1CCCC1)OCO3 (stereo not drawn) | 3.1 | 3.0 | -4.7
Cc1[nH]nc2ccc(-c3cncc(OC[C@@H](N)Cc4c[nH]c5ccccc45)c3)cc12 | -1.8 | -2.5 | 6.8
CN1CCN(c2cccc3c2C(=O)c2ccccc2C3=O)CC1 | 0.8 | 4.0 | 2.1
O=C1NC(=O)N(c2ccc(F)cc2)C(=O)/C1=C/c1ccc2c(c1)CCCN2Cc1ccccc1 | 7.0 | 4.4 | 6.7
C[C@]12CCC3C(CC[C@@H]4C[C@@H](O)CC[C@]34C)C1CC[C@@H]2O (stereo partly drawn) | 3.1 | 5.3 | 6.5
CCOC(=O)[C@]12Cc3cc(N(C)C)ccc3[C@H]1N(Cc1ccccc1)C(=O)c1ccccc12 | 5.0 | -2.8 | -4.3
O=C1NC(=O)C2C1C1(Cl)C(Cl)=C(Cl)C2(Cl)C1(Cl)Cl (stereo not drawn) | 24.1 | 0.6 | 2.9
C=CCn1c(O)c(Cc2ccc(OCC)cc2)c(=O)[nH]c1=O | 2.4 | 3.6 | -3.7
CC(C)(C)C(=O)N1Cc2cnnn2-c2ccccc2C1C#N (stereo not drawn) | 2.9 | 2.2 | -2.7
CC1CC2(C)C(=CC1=O)CCC1C3CCC(C)(O)C3(C)CC3OC312 (stereo not drawn) | -0.6 | 1.1 | -1.7
CCC(C)C1NC(=O)C(NC(=O)C(CC(C)C)N(C)C(=O)C2CCCN2C(=O)C(C)O)C(C)OC(=O)C(Cc2ccc(OC)cc2)N(C)C(=O)C2CCCN2C(=O)C(CC(C)C)NC(=O)[C@H](C)C(=O)[C@H](C(C)C)OC(=O)CC1O (stereo partly drawn) | -0.3 | 14.6 | 6.5
CC(=O)OC1CCC2(C)C3CCC4(C)C(OC(C)=O)CCC4C3C(C)C2(O)C1 (stereo not drawn) | -2.3 | 1.0 | 1.6
CN1CCC2(CC1)c1ccccc1-c1ccccc12 | 5.1 | 2.3 | -0.2
c1ccc2c(c1)[IH]c1ccccc1-2 | -2.2 | 19.9 | 0.4
COC(=O)C12OCC34C(CC5C(C)=C(O)C(=O)CC5(C)C3C(O)C1O)OC(=O)C(OC(=O)/C=C(\C)C(C)C)C24 (stereo not drawn) | -4.2 | 8.3 | -2.3
Cn1c(O)c(/C=C2\C=c3ccccc3=NC2=O)c(=O)n(C)c1=O | -1.0 | 10.5 | 1.3
CC(=O)C1CCC2C3CCC4CC(O)CCC4(C)C3C(O)CC12C (stereo not drawn) | 5.7 | 2.3 | 8.9
CC1=CC(O)C(O)C2(C)C1CC1OC(=O)CC3C(C)C(O)C(=O)C2C13CO (stereo not drawn) | 4.6 | 3.1 | -6.0
N#Cc1ccccc1OCC(=O)N1CCN(CC(=O)Nc2ccc(F)cc2)CC1 | 3.8 | 9.8 | 2.0
CC(C)C(NC(=O)C(C(C)C)N(C)C)C(=O)N(C)C(C(=O)N1CCCC1C(=O)N1CCCC1C(=O)NCc1ccccc1)C(C)C (stereo not drawn) | -2.0 | 5.8 | 1.6
SMILES | PAFAH1B2 inh | PAFAH1B3 FP inh | PAFAH2 inh
O=C1CC(=O)N(c2ccccc2)C(=O)N1 | -0.8 | 1.9 | 0.2
Cc1cc(-c2ccc(N)c(C)c2)ccc1N | 7.4 | 5.4 | 4.9
CC(=O)O/C(=C1\CC2C3CC=C4CC(OC(C)=O)CCC4(C)C3CCC2(C)C1=O)C(F)(F)F (stereo not drawn) | 7.7 | 9.8 | 6.6
CC(=O)C1C(N2CC2)CC2C3CC=C4CC(O)CCC4(C)C3CCC21C (stereo not drawn) | -1.9 | 0.9 | -4.5
OCC1CN1C1CCCCC1 (stereo not drawn) | 2.9 | -2.8 | 5.6
Cc1c(NS(=O)(=O)c2ccccc2)ccc([N+](=O)[O-])c1Cl | 5.4 | 9.5 | 4.5
CC(=O)OC12COC1CC(O)C1(C)C(=O)C(O)C3=C(C)C(O)CC(O)(C(OC(=O)c4ccccc4)C21)C3(C)C (stereo not drawn) | 0.8 | -0.2 | -0.9
CC1CN1P(=S)(c1ccccc1)N1CC1C (stereo not drawn) | 7.0 | 4.2 | 5.8
COc1ccccc1N1CCN(C2CCCN(C(=O)COc3ccccc3Cl)C2)CC1 (stereo not drawn) | -3.5 | 4.5 | -2.6
CCC1CN1P(=S)(N1CC1CC)N1CC1CC (stereo not drawn) | 4.3 | 5.5 | 3.4
COc1cc(C(=O)O)cc(OC)c1OC | 2.6 | 13.9 | -1.7
CC1C(c2ccccc2)OCCN1C (stereo not drawn) | 5.6 | 8.2 | -1.1
CN(C)c1ccc(/C=C/c2cc[n+](C)c3ccccc23)cc1 | -3.0&-3.0 | -3.9&-10.7 | 4.5&-6.4
CCCC(=O)NC1=C(N2CC2)C(=O)C(NC(=O)CCC)=C(N2CC2)C1=O | 9.3 | 16.6 | -2.9
CC=C(CC)C1(CCC)C(=O)NC(=S)NC1=O | -1.1 | 2.1 | -3.8
O=[N+]([O-])c1ccc(OP(=O)(O)Oc2ccc([N+](=O)[O-])cc2)cc1 | -0.1 | 8.1 | 7.0
CCOC(=O)CC(SP1(=S)OCC2(CC=CCC2)CO1)C(=O)OCC (stereo not drawn) | 4.0 | 4.6 | 1.1
CC(=O)OC1CCC2(C)C(CCC3C2CC(=O)C2(C)C3CC(N3CC3)C2C(C)=O)C1 (stereo not drawn) | -0.1 | 1.9 | 8.5
COc1ccc(-n2c(/C=C/c3cccc(F)c3)nc3ccccc3c2=O)c(OC)c1 | 0.8 | 9.4 | -2.8
CN1C(=O)NC(=O)C2(CCCC2)C1=O | 5.5 | 10.8 | 1.8
CC1([N+](=O)[O-])COP(=O)(Nc2cccc(Br)c2)OC1 (stereo not drawn) | 6.3 | 7.0 | -4.4
O=C1NC2C(O)C(O)C(O)C(O)C2c2cc3c(c(O)c21)OCO3 (stereo not drawn) | 1.5 | 9.1 | -1.4
CC(NC(=O)N1CC1(C)C)c1ccccc1 (stereo not drawn) | 0.6 | 5.0 | 7.4
CCS(=O)(=O)CCSP(=O)(OC)OC | 3.8 | -1.1 | 0.1
CNC(=O)CSP(=S)(OC)OC | -2.6 | 1.9 | 2.9
SMILES | PAFAH1B2 inh | PAFAH1B3 FP inh | PAFAH2 inh
CN(C)Cc1c[nH]c2cc([N+](=O)[O-])ccc12 | 1.0 | 6.9 | -0.5
O=P(N1CC1)(N1CC1)N1CCc2ccccc21 | -2.5 | 3.5 | -6.7
CCN(C(=O)COC(=O)C(O)(c1ccccc1)c1ccccc1)c1c(N)n(Cc2ccccc2)c(=O)[nH]c1=O | -1.0 | 5.9 | 9.0
O=c1nc(/C=C/c2ccc(Cl)cc2Cl)cc(C(F)(F)F)[nH]1 | 4.7 | 6.0 | 5.6
COc1ccc(N2C(=O)/C(=C/c3ccc(OC)c(OC)c3)C(=O)NC2=S)cc1 | -4.6 | 7.4 | -3.1
C=C1C(C)C2C(Cc3ccccc3)NC(=O)C23C(OC(C)=O)C=CC(C)(O)CC(C)CC=CC3C1O (stereo not drawn) | 3.8 | 1.1 | -0.5
CCCCC1(CCC)C(=O)NC(=S)NC1=O | -1.7 | -0.3 | 4.5
CC1OC(OC2CC(O)C3(CO)C4C(O)CC5(C)C(C6=CC(=O)OC6)CCC5(O)C4CCC3(O)C2)C(O)C(O)C1O (stereo not drawn) | 2.3 | 0.9 | -4.6
CC(=NNC(=S)N1CC2CCC(CC2)C1)c1nccs1 | 2.9 | 4.7 | 12.3
COC(=O)Cn1cc(C(=O)c2ccccc2F)c2ccccc21 | 2.0 | 12.2 | -1.3
Nc1ccc(-c2ccc(N)cc2)cc1 | 10.2 | 2.5 | 6.4
O=C(NP(=O)(N1CC1)N1CC1)c1cc(I)ccc1I | 3.9 | 2.3 | 0.2
O=C(COc1ccc(Br)cc1)N1CCN(Cc2ccncc2)CC1 | 2.2 | -5.9 | 5.7
CCC(C)(O)C(=O)OC1C(=O)OC2CC3C(C)=CC(=O)C(O)C3(C)C3C4(O)OCC23C1C(C)C4O (stereo not drawn) | -0.1 | 3.6 | 5.2
CN(C)c1ccc(/C=C/C=C2/C(=O)NC(=O)N(c3ccccc3)C2=O)cc1 | -39.6 | -52.4 | -66.1
CC(=O)OC1CCC2(C)C(CC(=O)C3C2CCC2(C)C(OC(C)=O)CCC32)C1 (stereo not drawn) | -0.5 | 0.5 | 0.8
Cn1c(=O)oc(=O)c2ccccc21 | 2.7 | 9.9 | 7.0
O=c1cccc2n1C[C@@H]1C[C@@H]2CN(CC(O)c2ccc([N+](=O)[O-])cc2)C1 (stereo partly drawn) | 0.1 | 6.5 | 4.7
CCOC(=O)[C@]12Cc3c(cc(OC)c(OC)c3OC)[C@H]1N(Cc1ccccc1)C(=O)c1ccccc12 | 1.8 | 5.2 | -2.0
O=[N+]([O-])c1[nH]cnc1Br | 3.1 | 4.0 | 3.6
O=[N+]([O-])c1ccc2c(c1)Cc1cc(O)ccc1-2 | 9.4 | 7.8 | 9.6
CCC1(O)CCC2C3CCC4=CC(=O)CCC4C3CCC21CC (stereo not drawn) | 1.9 | 3.7 | -2.7
CC12Cc3cnoc3C=C1CCC1C2CCC2(C)C1CCC2(C)O (stereo not drawn) | -0.8 | 4.5 | 8.6
Cn1cccc1/C=C1\C(=O)NC(=O)N(Cc2ccccc2Cl)C1=O | 1.9 | 3.1 | 30.5*
CNC(=O)Oc1cccc2c1OC(C)(C)O2 | -2.6 | 4.9 | -3.0

Among those listed so far, these contain bromine:
SMILES | PAFAH1B2 inh | PAFAH1B3 FP inh | PAFAH2 inh
CC1([N+](=O)[O-])COP(=O)(Nc2cccc(Br)c2)OC1 (stereo not drawn) | 6.3 | 7.0 | -4.4
O=C(COc1ccc(Br)cc1)N1CCN(Cc2ccncc2)CC1 | 2.2 | -5.9 | 5.7
O=[N+]([O-])c1[nH]cnc1Br | 3.1 | 4.0 | 3.6

Of the compounds above, these contain a Cl atom.
SMILES | PAFAH1B2 inh | PAFAH1B3 FP inh | PAFAH2 inh
O=C1NC(=O)C2C1C1(Cl)C(Cl)=C(Cl)C2(Cl)C1(Cl)Cl (stereo not drawn) | 24.1 | 0.6 | 2.9
Cc1c(NS(=O)(=O)c2ccccc2)ccc([N+](=O)[O-])c1Cl | 5.4 | 9.5 | 4.5
COc1ccccc1N1CCN(C2CCCN(C(=O)COc3ccccc3Cl)C2)CC1 (stereo not drawn) | -3.5 | 4.5 | -2.6
O=c1nc(/C=C/c2ccc(Cl)cc2Cl)cc(C(F)(F)F)[nH]1 | 4.7 | 6.0 | 5.6
Cn1cccc1/C=C1\C(=O)NC(=O)N(Cc2ccccc2Cl)C1=O | 1.9 | 3.1 | 30.5*

Source: PubChem BioAssay
